SIAE primary – inhibitors of human sialic acid acetylesterase SIAE | inhibition, % at 9.66 µM | SIAE FP-Rh probe binding, fluorescence polarization | AID 1053197 | 0.69% of 370,000 active | Q9HAT2;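 active = inhibition above a cutoff: mean of compounds within the control limits plus 3 SD of those, cut at about 17% in these data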;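 note: 0% = plate median of compound wells and 100% = probe without SIAE protein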
Target sequence (Q9HAT2 whole entry, looked up): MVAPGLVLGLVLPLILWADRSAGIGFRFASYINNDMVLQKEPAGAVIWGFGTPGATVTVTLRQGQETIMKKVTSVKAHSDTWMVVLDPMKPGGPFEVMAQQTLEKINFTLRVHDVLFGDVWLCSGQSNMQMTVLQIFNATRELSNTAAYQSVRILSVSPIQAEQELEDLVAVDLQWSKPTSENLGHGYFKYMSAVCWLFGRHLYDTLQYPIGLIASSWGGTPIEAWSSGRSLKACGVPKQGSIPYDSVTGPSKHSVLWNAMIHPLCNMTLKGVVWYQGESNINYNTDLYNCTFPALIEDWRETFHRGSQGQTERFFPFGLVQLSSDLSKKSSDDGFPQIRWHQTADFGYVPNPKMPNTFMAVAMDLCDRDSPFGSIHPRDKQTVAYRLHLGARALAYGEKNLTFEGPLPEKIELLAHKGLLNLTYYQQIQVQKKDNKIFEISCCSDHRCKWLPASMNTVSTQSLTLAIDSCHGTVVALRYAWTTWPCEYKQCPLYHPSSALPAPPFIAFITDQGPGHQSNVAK
TDP2 inh – blocks human TDP2 phosphodiesterase activity | O95551 | recombinant TDP2, T5PNP hydrolysis, p-nitrophenol absorbance 415 nm | inhibition, % at 12.8 µM | 0.34% of 370,000 active | AID 720702;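 active = inhibition above the mean of all tested compounds plus 3 SD, set per campaign, cut at about 25% in these data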;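 note: 0% = DMSO with enzyme and 100% = buffer with substrate but no TDP2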
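Read-out basis: percent inhibition. System: recombinant human TDP2. Buffer or medium: Mg2+-containing Tris-HCl buffer, pH 7.5. Repeats: single replicate. Timing: reaction 2 h, 37 °C. Benchmarks: high control without enzyme, low control DMSO plus TDP2. Probe or stimulus: 5 mM T5PNP. Doses: 12.8 µM only. Measured by: epi absorbance of p-nitrophenol freed from T5PNP by hydrolysis.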
PRMT1 inh – inhibitors of human PRMT1; recombinant PRMT1, activity-based probe fluorescence polarization; inhibition, % at 2.79 µM; 1.3% of 370,000 active; AID 652257;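 active = inhibition above about 21% made by adding two undisclosed values, limit read from the data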
Target sequence (Q99873 whole entry, looked up): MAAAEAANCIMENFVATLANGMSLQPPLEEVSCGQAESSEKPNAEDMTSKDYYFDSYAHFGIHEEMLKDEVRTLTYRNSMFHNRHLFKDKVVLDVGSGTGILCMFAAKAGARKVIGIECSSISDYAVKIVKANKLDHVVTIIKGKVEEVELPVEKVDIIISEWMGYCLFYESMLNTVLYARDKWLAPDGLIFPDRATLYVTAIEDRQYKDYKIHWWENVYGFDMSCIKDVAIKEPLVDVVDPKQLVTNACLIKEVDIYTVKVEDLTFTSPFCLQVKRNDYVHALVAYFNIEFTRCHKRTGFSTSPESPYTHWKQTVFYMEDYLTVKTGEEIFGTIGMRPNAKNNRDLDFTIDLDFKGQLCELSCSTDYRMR
TCR CD3 inh – blocks the human TCR-CD3 interaction; 0.37% of 360,000 active; inhibition, % at 9.4 µM; TAMRA-labeled TCR probe fluorescence, biochemical; AID 651800; in the data active = inhibition above about 19%;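 note: recombinant mutant TCR 2C K166C tagged with TAMRA read by polarization; 0% = receptor in buffer alone and 100% = receptor with positive control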
rCAG binder – binds r(CAG) RNA repeats; 1.3% of 370,000 active; r(CAG) RNA repeat, TO-PRO-1 dye displacement fluorescence; inhibition, % at 3 µM;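 active = inhibition above the plate cutoff, the mean of all test compounds on that plate plus 3 SD, cut at about 35% in these data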;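 note: 0% = DMSO alone and 100% = 100 µM mitoxantrone as full dye displacement; higher means more dye released from RNA so lower well fluorescence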
NPR2 activator – GC-B (human) receptor activation; P20594; HEK293-GC-B cells, CNP EC30, cGMP TR-FRET; 0% at EC30 CNP, 100% saturating CNP; activation, % at 10 µM; 0.11% of 370,000 active; AID 1920062;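 active = activation at 10 µM reaching about 35% in either raw or pattern-adjusted values, limit read from the data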
HTRA1 inh – HTRA1 (human) protease inhibition; inhibition, % at 5.96 µM; recombinant HTRA1, FP-rhodamine activity-based probe, fluorescence polarization; Q92743; 0.5% of 340,000 active; in the data active = inhibition above about 36%;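 note: 0% = enzyme with DMSO and 100% = wells lacking enzyme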
mABHD4 FP – inhibits mouse alpha/beta hydrolase domain 4. purified mABHD4, FP-Rh probe fluorescence polarization. 0.54% of 370,000 active. inhibition, % at 8.92 µM. Q8VD66;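 active = inhibition exceeding the mean over every tested compound plus 3 SD, cut at about 30% in these data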;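 note: 0% = plate median of compound wells and 100% = S159A mutant with DMSO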
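Test system: mABHD4 protein; Read-out basis: % inhibition; Incubation: 45 min + 60 min at 25 °C; Repeats: single replicate; Technique: fluorescence polarization with parallel and perpendicular emission, 525/598 nm; Compound: 8.92 µM, single dose; Benchmarks: full inhibition S159A mutant plus DMSO, zero as sample-well median.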
MBD2 DNA inh – inhibitors of human MBD2 binding to methylated oligonucleotide; TR-FRET; inhibition, % at 4.4 µM; 0.31% of 370,000 active; AID 686964; in the data active = inhibition above about 13%
LEDGF integ inh – blocks HIV-1 LEDGF/p75-dependent DNA integration. TR-FRET IN-LEDGF/p75 DNA integration, Eu/Cy5. inhibition, % at 3.7 µM. 0.64% of 370,000 active. AID 743269;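 active = inhibition above the screen-wide mean plus 3 SD, cut at about 13% in these data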;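 note: signal is the Cy5 over europium emission ratio at 671 and 618 nm; 0% = plate median of compound wells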
Numbers without * were called inactive; / = no result given.

Sequence of screens – SIAE primary	TDP2 inh	PRMT1 inh	TCR CD3 inh	rCAG binder	NPR2 activator	HTRA1 inh	mABHD4 FP	MBD2 DNA inh	LEDGF integ inh
- COc1ccccc1NC(=O)c1cc(C)oc1C
    2	-4	7	-1	1	2	2	3	1	-4
- O=C(Oc1cccc(-c2cnc3ccccc3n2)c1)c1ccco1
    -3	-1	0	3	-1	0	-1	3	-6	2
- Cc1ccc(NC(=O)C2CCCN2C(=O)Oc2ccccc2)c(C)c1 (stereo unspecified)
    -3	9	-2	-1	-2	0	-1	1	-5	1
- COc1cc(C=O)ccc1OCc1cn(CC(=O)c2ccc(O)cc2)nn1
    2	2	4	-3	2	-6	4	-7	7	0
- O=C(NCC(=O)N1CCN(c2ccc([N+](=O)[O-])cc2)CC1)c1ccco1
    0	-9	-2	5	2	0	8	3	-1	-1
- O=C(O)c1ccc(CSCc2ccco2)cc1
    2	0	10	-8	0	7	-4	-2	3	-1
- CC1(C(=O)NCc2ccccc2)CN(S(C)(=O)=O)CC(=O)N1Cc1cccc(F)c1 (stereo unspecified)
    7	-4	-5	-4	1	-1	/	0	-1	1
- CC(C)Cc1nc2oc3c(NCc4cccnc4)ncnc3c2c2c1CCC2
    -5	-3	-1	7	-4	8	-4	1	1	-3
- O=C1C(=O)N(CCCN2CCOCC2)C(c2ccc(F)cc2)/C1=C(/O)c1ccccc1 (stereo unspecified)
    8	16	1	-1	3	3	1	5	-8	0
- Cc1nnc(SCC(=O)Nc2cc(C(F)(F)F)ccc2N2CCOCC2)o1
    -2	3	2	0	-5	3	-2	2	3	2
- Cc1ccc2cccc(N=Cc3c(C)[nH]n(-c4ccccc4)c3=O)c2n1
    -6	-9	2	-1	12	-6	-19	-6	1	-2
- O=C(CSc1nc2ccccc2n1CC(=O)N1CCOCC1)N1CCCC1
    0	-1	3	-6	4	-2	6	11	5	-3
- O=C(CCCN1C(=O)c2cccc3cccc(c23)C1=O)N1CCN(c2ccccn2)CC1
    0	-1	-2	4	-1	-1	-7	-2	-3	0
- Cc1ccc(NC(=O)c2ccc(S(=O)(=O)N3CCOCC3)cc2)c(C)c1
    -7	0	2	1	-1	0	-2	0	-3	2
- COc1ccc(S(=O)(=O)NC2(C(F)(F)F)N=C(c3ccccc3)NC2=O)cc1 (stereo unspecified)
    2	-5	0	1	1	-3	6	-2	-2	-1
- COc1ccc(C2=NS(=O)(=O)N(C)C(C(=O)Nc3ccc(OC)c(OC)c3)=C2)cc1
    -7	6	-3	-2	10	0	-1	0	5	2
- O=C(CNC(=S)N(CCCN1CCOCC1)Cc1cccs1)NC1CCCCCCC1
    0	-10	2	2	-12	1	2	9	-4	-2
- O=C(Nc1ccccc1)c1cc(S(=O)(=O)NCc2ccncc2)ccc1Cl
    -1	-7	5	3	2	1	-8	-1	2	-8
- COC(=O)[C@]12C[C@H](CC(=O)N3CCCCC3)C(=O)N(Cc3ccco3)C1=C[C@H](C(C)C)O[C@@H]2C1CC1
    0	-3	-2	/	-3	-1	/	5	-7	6
- O=C(COC(=O)c1ccccc1O)Nc1ccc(S(=O)(=O)N2CCCCC2)cc1
    -13	-9	1	5	6	-8	-22	-11	-2	4
- O=C(Nc1cccc(Cl)c1)O[C@@H]1CC[C@@]23CCCN2C(=O)CCC[C@H]3C1
    -5	1	-3	/	/	-2	/	-4	-2	5
- Cc1ccccc1NS(=O)(=O)c1cc(C(=O)NCc2ccncc2)ccc1Cl
    -4	16	5	3	3	-2	4	-1	-1	3
- COCCCNS(=O)(=O)c1ccc2c(c1)OCCO2
    5	13	1	5	-1	8	-7	-4	-7	0
- COc1ccc(-c2noc(COc3ccc(C)c(C)c3)n2)cc1OC
    -2	-3	2	-4	9	2	-27	-17	1	0
- CCN(C[C@H]1N[C@@](CC)(C(=O)OC)[C@H]2C(=O)N(Cc3ccccc3)C(=O)[C@@H]12)S(=O)(=O)c1ccc(-c2ccccc2)cc1
    1	4	1	-5	4	3	6	1	-6	0
- CCOC(=O)C1=C(C)OC(N)=C(C#N)C1c1ccc(C)s1 (stereo unspecified)
    10	-7	0	-1	-2	0	-3	1	-7	3
- Cc1nn(CCCC(=O)NCc2ccccc2Cl)c(=O)c2nccn12
    0	-16	-2	-2	2	-3	-4	2	2	6
- FC(F)(F)c1ccc(Cl)c(NC2=NCCCCC2)c1
    -1	-7	0	0	-1	1	-1	2	4	-3
- COC(=O)C1CN(Cc2ccc(Cl)cc2)CCS(=O)(=O)N1Cc1cn(Cc2ccc(OC)cc2)nn1 (stereo unspecified)
    -4	-14	-2	/	1	-7	/	0	7	4
- COc1cc(/C=N/NC(=O)c2cc(C34CC5CC(CC(C5)C3)C4)[nH]n2)ccc1O
    3	-10	5	-12	11	-13	-29	13	8	-1

(listing goes on)
Sequence of screens – SIAE primary	TDP2 inh	PRMT1 inh	TCR CD3 inh	rCAG binder	NPR2 activator	HTRA1 inh	mABHD4 FP	MBD2 DNA inh	LEDGF integ inh
- CS(=O)(=O)N1CCN(C(=O)CCc2ccccc2)CC1
    -2	-15	-6	3	-1	-2	4	1	0	2
- COc1cccc(C(=O)N2C(C(=O)O)CSC2c2ccccc2Cl)c1 (stereo unspecified)
    4	0	-1	1	12	4	-1	-1	3	1
- CCOC(=O)COc1c(/C=N\OC)cc(Cl)cc1OC
    -2	-12	0	1	-1	-5	4	2	2	1
- O=C(COC(=O)CCN1C(=O)C2CC=CCC2C1=O)Nc1ccc([N+](=O)[O-])cc1 (stereo unspecified)
    -5	-14	-1	1	0	-1	2	0	-3	3
- COC(=O)[C@@H](NC(=O)NC1CCN(Cc2ccccc2)CC1)C(C)C
    1	5	-6	1	-2	1	2	-2	-3	-3
- CCOC(=O)c1cc(C#N)c(N2CCNCC2)nc1C(F)(F)F
    -6	-12	7	-4	-7	-13	2	-7	-1	3
- Cc1ccc(NC(=O)c2cc(S(=O)(=O)N3CCOCC3)cn2C)cc1Cl
    0	0	-5	2	5	-15	-18	-9	-1	1
- COc1ccc(C(CC(=O)Nc2nccs2)C(C)C)cc1 (stereo unspecified)
    -3	-8	4	0	-5	-14	-3	-14	-6	1
- Cc1cccc(C(=O)C(O)(c2ccccc2)C2CCCCC2=O)c1 (stereo unspecified)
    5	6	-3	3	0	-7	-4	-9	-4	-2
- COc1ccc(N(C(=O)c2ccco2)C(C(=O)NC2CCCC2)c2ccncc2)cc1 (stereo unspecified)
    -1	-25	-3	4	0	-5	5	-3	-1	1
- O=C(O)CCC(=O)Nc1nc2nc(-c3ccccc3)cc(-c3ccccc3)n2n1
    -3	-2	-1	2	15	-4	1	-1	-2	5
- COc1cc2c(cc1OC)-c1cc(Nc3cccc(C)c3)nc(=O)n1CC2
    -16	-2	-2	6	8	14	-6	-1	-3	-1
- O=C(c1ccccc1Cl)N1CCC(N2CCC(C(=O)N3CCCC3)CC2)CC1
    6	5	-6	2	-3	3	-9	-3	-1	1
- CC1=C(C(=O)OCCc2ccccc2)C(c2ccsc2)NC(=O)N1C (stereo unspecified)
    3	0	0	2	-5	-3	-1	-5	-1	1
- CC(=O)Oc1oc(-c2ccccc2)nc1/C=N/c1ccccn1
    -2	6	0	-2	-4	11	1	5	5	2
- O=C(CSc1ncnc2nc[nH]c12)N1CCN(c2ccc(Cl)cc2)CC1
    2	-1	4	-4	0	-10	-1	-4	1	5
- Cc1cccc(C)c1NC(=O)C1(C)CN(S(C)(=O)=O)CC(=O)N1CCc1c[nH]c2ccccc12 (stereo unspecified)
    6	-8	0	6	7	1	/	8	-1	-1
- COc1ccc(C(=O)N2CCCC(c3nc(-c4ccc(C)o4)no3)C2)cc1OC (stereo unspecified)
    7	18	-1	-11	0	6	-1	-4	0	1
- Cc1ccccc1S(=O)(=O)NC(=O)C1(C)CCN1C(=O)CCc1ccc(Cl)cc1Cl (stereo unspecified)
    -3	5	-1	2	44*	1	/	-2	2	0
- Cc1ccc(S(=O)(=O)NC(C)(C)CSc2nnc(N)s2)cc1
    -3	10	-1	1	0	2	1	3	3	-1
- CC(=O)Nc1ccc2c(c1)C(=Nc1ccc(C)cc1)c1ccccc1-2
    2	-13	3	-7	4	-3	7	4	-10	1
- C/C(=N\N=C1\NC(=O)CC(C(=O)O)S1)c1cccs1 (stereo unspecified)
    1	-3	2	-2	-3	-2	0	-12	8	2
- Cn1c(=O)c2cc(NC(=O)Nc3cccnc3)ccc2n1-c1ccc(C(C)(C)C)cc1
    12	9	3	-5	6	3	/	2	1	0
- CN(C(=O)c1ccnn1C)C1CCCN(Cc2ccccc2F)C1 (stereo unspecified)
    3	15	-2	1	-6	-3	23	-4	5	-1
- CCCCC1CCC(c2nc(-c3ccccn3)no2)CC1 (stereo unspecified)
    2	-6	-2	-1	-6	-5	-5	-51	1	3
- CCCCN1C(=O)C(=O)NC[C@@H]1C(C)CC (stereo partly specified)
    5	9	-1	7	2	4	-1	6	2	-1
- COCCNS(=O)(=O)c1ccc2c(c1)n(C)c(=O)n2C
    3	-4	-3	4	-1	5	-3	7	1	0
- COCc1cc(C)nc2sc3c(=O)oc(C)nc3c12
    0	-3	1	1	1	-2	-1	4	-1	2
- CN(C)CCNC(=O)c1ccc(COc2ccc(Cl)cc2Cl)cc1
    -1	-10	0	6	0	-9	-24	11	6	0
- CC(C)n1c(SCC(=O)NC2CCCCC2)nnc1-c1ccco1
    7	-9	-3	2	0	1	9	-6	-5	4

The list continues.
Sequence of screens – SIAE primary	TDP2 inh	PRMT1 inh	TCR CD3 inh	rCAG binder	NPR2 activator	HTRA1 inh	mABHD4 FP	MBD2 DNA inh	LEDGF integ inh
- C=C(C)COc1ccc2c(c1)CCC1C2CCC2(C)C(=O)C(=NO)CC12 (stereo unspecified)
    6	-5	-4	0	3	-3	-4	-8	-2	4
- CN1CCC(NC(=S)NC2CC2)CC1
    3	-13	0	0	1	-3	-3	4	1	1
- CCC(C)NC(=O)COC(=O)c1csc2c1CCCC2 (stereo unspecified)
    -2	5	-2	4	-6	-2	0	2	1	-2
- C[C@H](CO)N1C[C@H](C)[C@H](CN(C)S(=O)(=O)c2cccs2)Oc2ccc(NC(=O)Nc3ccc4c(c3)OCO4)cc2CC1=O
    21*	-16	-2	-3	13	3	-5	4	-5	0
- O=C(/C=C/c1ccc(S(=O)(=O)N2CCOCC2)cc1)NC(=S)Nc1ccc(N2CCOCC2)cc1
    6	6	1	7	1	-2	5	0	-1	1
- FC(F)(F)c1ccccc1CNCc1ccncc1
    -3	-12	-2	-4	3	3	0	-8	-2	8

Sorted by value in MBD2 DNA inh (descending): some entries from above.
molecule | MBD2 DNA inh
CCC(C)NC(=O)COC(=O)c1csc2c1CCCC2 (stereo unspecified) | 1
O=C(/C=C/c1ccc(S(=O)(=O)N2CCOCC2)cc1)NC(=S)Nc1ccc(N2CCOCC2)cc1 | -1
C=C(C)COc1ccc2c(c1)CCC1C2CCC2(C)C(=O)C(=NO)CC12 (stereo unspecified) | -2

A portion of the library (hit frequency here may not be typical).
